# CHX counter: Cycloheximide Counterscreen for Small Molecule Inhibitors of Shiga Toxin; cell reporter, cycloheximide protein synthesis inhibition counterscreen; max response, %; 12% of 300,000 active; AID 2314, 2010; in the data active = max response mostly above about 13%, no sharp cut-off; inactive = mostly below about 14%; note: read at 38.3 µM for the half of the compounds with a filed dose; 0% is about no effect
# LmPK inhibitor: qHTS Assay for Inhibitors of Leishmania Mexicana Pyruvate Kinase (LmPK); Q27686; purified LmPK, Kinase-Glo ATP luminescence, 1 h; Potency, µM (titrated, usually from 57.5 µM), inactives show at the highest dose activity change, negative = inhibition, actives largely listed as inhibitors; 0.37% of 290,000 active; AID 1721, 2009; note: potency is the fitted concentration of half-maximal effect; % is set by controls: 0 for no effect and ±100 for the full control effect
# Target sequence (Q27686 whole entry, looked up): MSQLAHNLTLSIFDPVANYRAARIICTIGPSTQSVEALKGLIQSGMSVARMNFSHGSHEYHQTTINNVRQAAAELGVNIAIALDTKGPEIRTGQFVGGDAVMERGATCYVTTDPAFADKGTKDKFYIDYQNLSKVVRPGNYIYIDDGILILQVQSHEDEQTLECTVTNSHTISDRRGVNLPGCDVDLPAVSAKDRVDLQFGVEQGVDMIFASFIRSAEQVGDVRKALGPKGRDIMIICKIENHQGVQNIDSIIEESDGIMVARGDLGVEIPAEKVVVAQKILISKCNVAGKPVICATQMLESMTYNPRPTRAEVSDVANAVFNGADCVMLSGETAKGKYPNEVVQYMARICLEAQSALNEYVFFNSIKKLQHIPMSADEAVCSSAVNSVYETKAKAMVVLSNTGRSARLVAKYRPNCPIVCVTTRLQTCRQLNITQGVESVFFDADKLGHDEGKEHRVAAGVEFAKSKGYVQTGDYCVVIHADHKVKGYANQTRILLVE
#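 qHTS format; LmPK 0.1 nM; substrates PEP 0.5 mM and ADP 0.1 mM. One-hour room-temperature incubation, then coupled luciferase luminescence; 0.5 nM enzyme wells mark activation.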
# Pf growth 96h: Primary qHTS for delayed death inhibitors of the malarial parasite plastid, 96 hour incubation; Potency, µM (doses to about 28.7 µM), for the others: at the top dose activity change, negative = inhibition, hits mostly inhibitors; 6.9% of 320,000 active; P. falciparum luciferase reporter growth, 96 h; note: potency is the fitted concentration of half-maximal effect; % is set by controls: 0 for no effect and ±100 for the full control effect
#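 Delayed-death screen, second-generation endpoint: infected erythrocytes, 2% hematocrit, 0.05% parasitemia final; 96 hours at 37 C, 5% CO2; luciferase detection reagent; luminescence decrease equals reduced growth.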
# Shiga inhibitor: A qHTS for Small Molecule Inhibitors of Shiga Toxin | inhibition, % at 38.7 µM | Vero cells, Shiga toxin protein synthesis inhibition reporter | 9.2% of 290,000 active; in the data active = inhibition mostly above about 28%, no sharp cut-off; inactive = mostly below about 43%; note: 0% is about no effect
# Tb PYK inh: qHTS of Trypanosoma Brucei Inhibitors | Potency, µM (highest dose often 76.8 µM), for inactives: at the highest dose activity, negative = inhibition, most hits filed as inhibitors | pyruvate kinase (Trypanosoma brucei), Q57TT1 | TbPYK enzyme, Kinase-Glo Plus ATP luminescence, 45 min | 0.12% of 410,000 active; note: potency is the fitted concentration of half-maximal effect; % is set by controls: 0 for no effect and ±100 for the full control effect; nearly all actives have a fitted effect of over 50% in size
#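 Enzyme and substrate buffer are dispensed first and compound is pin-transferred. ADP at 130 uM final then starts the reaction, which runs 45 min at room temperature. Detection reagent is added for 10 min before luminescence is imaged.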
# HCV inh: qHTS Assay for Inhibitors of Hepatitis C Virus (HCV). 3.4% of 340,000 active. Potency, µM (top dose mostly 41.8 µM), without a hit: at the highest dose activity change, negative = inhibition, hits mostly inhibitors. Huh7.5.1 HCVcc-Cre infection, luciferase reporter, 44 h; note: potency is the fitted concentration of half-maximal effect; % is set by controls: 0 for no effect and ±100 for the full control effect
#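 HCVcc-Cre virus at an moi near 0.5 was added right after compound to cells cultured 4 h from seeding (1,000 cells/well). Luciferase activity was determined 44 h later, 15 min after substrate addition at RT.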
# Pf growth 48h: Primary qHTS for delayed death inhibitors of the malarial parasite plastid, 48 hour incubation; P. falciparum luciferase growth in erythrocytes, 48 h; AID 504832, 2011; Potency, µM (doses to about 28.7 µM), without a hit: at the highest dose activity change, negative = inhibition, actives largely listed as inhibitors; 5.9% of 310,000 active; note: potency is the fitted concentration of half-maximal effect; % is set by controls: 0 for no effect and ±100 for the full control effect
#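 Compounds are pin-transferred into medium, infected erythrocytes (2% hematocrit, 0.1% parasitemia final) are added, and plates sit one parasite generation at 37 C in 5% CO2. Detection reagent is then added and luminescence measured.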
# The depositor's hits bear a star; i = inactive; ? = inconclusive; . = no result given; & = joins results of further samples; [ ] = remark or other dose. Unless noted, calls come from the whole dose curve; as a rule, active = well fitted curve in the direction sought with a large enough effect; inconclusive = small, poorly fitted or top-dose-only effect, or another doubt; inactive = no such curve, though single readings can be large; an effect the other way counts as inactive or inconclusive.
1. CC1(C)CC(=O)c2sc(NC(=O)CN3CCOCC3)nc2C1
2. CCc1ccc(S(=O)(=O)Nc2ccc(-c3nc4cccnc4s3)cc2)s1
3. CN1CCCN(C(=O)c2ccc(Cl)c(S(=O)(=O)N(C)c3ccccc3)c2)CC1
4. Cn1c(=O)[nH]c(=O)c2c1nc(NCc1ccco1)n2CCCc1ccccc1
5. Cc1cc(Cl)ccc1NC(=O)C1CCN(S(C)(=O)=O)CC1
6. Cc1cc(NC(=O)CSc2nnc(C3CC3)n2-c2ccccc2)no1
7. O=C(/C=C/c1ccc(Cl)cc1Cl)Nc1ccc(CN2CCOCC2)cc1
8. CCc1noc(C)c1C(=O)OCC(=O)Nc1ncc(Cl)cc1Cl

assay / entry	1	2	3	4	5	6	7	8
CHX counter	-2.0	35.7*	-4.5	-3.4	-2.5	1.5	2.4	-2.2
LmPK inhibitor	3.2%	-4.2%	7.7%	1.4%	2.8%	0.6%	0.9%	0.6%
Pf growth 96h	1.6%	149.2%[activator]	1.4%[5.75 µM]	52.1%[activator]	93.0%[activator]	4.2%	?	88.1%[activator]
Shiga inhibitor	-3.2	59.9*	2.9	-5.9	-3.1	-5.9	2.1	-1.8
Tb PYK inh	3.6%	-7.4%	7.9%	-6.0%	-4.8%	-5.0%	3.0%	2.1%
HCV inh	3.8%	?	-6.1%	-1.6%	11.5%	10.5%	3.16µM*	1.0%
Pf growth 48h	5.8%	94.8%[activator]	-16.6%	-10.9%	?	-11.6%	?	14.5%

9. CC(=O)c1ccc(N2CCN(C(=O)Nc3ccc(C)cc3)CC2)cc1
10. COc1cc(C(=O)N2CCN(C(=O)C3CC3)CC2)cc(OC)c1OC
11. CCOc1c(CNCCN2CCOCC2)cccc1OC
12. CC1SC2(NC1=O)C1CC3CC(C1)CC2C3 (stereo unspecified)
13. Cc1cccc(NC(=O)C2CCCN(S(=O)(=O)c3cccc4nsnc34)C2)c1 (stereo unspecified)
14. COc1ccc(C(CC(=O)N2CCCCC2)c2c(OC)cc(OC)c3ccc(=O)oc23)cc1 (stereo unspecified)
15. CN1CCN(S(=O)(=O)c2cccc(C(=O)Nc3cc(Cl)ccc3N3CCOCC3)c2)CC1
16. COc1cccc2[nH]c(C(=O)NN)c(N)c12

assay / entry	9	10	11	12	13	14	15	16
CHX counter	-2.3	-2.2	3.7	-1.4	1.0	8.3&1.4	.	-1.3
LmPK inhibitor	-2.5%[11.5 µM]	-5.9%	-3.4%	12.0%	11.0%	5.4%	.	1.4%
Pf growth 96h	-16.2%	.	.	?	8.28µM*	?	?	-27.0%
Shiga inhibitor	-10.1	-4.3	31.6	-18.6	21.8	-4.8&-4.4	.	-2.3
Tb PYK inh	7.0%&-7.0%	0.9%	-13.0%	3.3%	2.8%	1.4%	-3.0%	-11.5%
HCV inh	-23.6%	5.1%	36.8%[activator]	-3.2%	?	-18.7%	8.8%	4.5%
Pf growth 48h	-15.7%	-0.5%	5.0%	-9.0%	.	?	?	?

17. Cc1cc(NC(=O)c2ccc(Cl)cc2)n(CCC#N)n1
18. Cc1cccc(C(=O)N/N=C/c2coc3ccccc3c2=O)c1
19. Fc1ccc(NCc2ccccc2F)cc1Cl
20. COc1cc(CNc2ccc(N3CCCC3)cc2)ccc1OCc1ccccc1
21. C=CCC1CCCC(=O)N2CCCC12 (stereo unspecified)
22. Cc1ccc(CNC(=O)c2ccc(NC3=NC4CS(=O)(=O)CC4S3)cc2)cc1 (stereo unspecified)
23. CN(C)S(=O)(=O)c1cccc(NC(=O)COC(=O)CCC(=O)c2ccc(F)cc2)c1
24. O=C(Nc1ccc2oc(=O)ccc2c1)c1cc2ccccc2o1

assay / entry	17	18	19	20	21	22	23	24
CHX counter	-3.1	16.4	13.5	41.9*	-3.7	1.2	-3.2	35.3*
LmPK inhibitor	-0.4%	-3.1%	-0.5%	-9.0%	.	-5.0%	-1.2%	2.4%
Pf growth 96h	21.8%	-9.7%	67.7%[activator]	7.9%	.	21.5%	42.9%[activator]	?
Shiga inhibitor	27.1	15.5	38.0	54.8*	i	14.1	-8.8	53.7*
Tb PYK inh	2.1%	0.9%	3.4%	?	-1.3%	-1.5%	0.1%	1.7%
HCV inh	1.3%	11.7%	9.3%	?	12.1%	11.3%	5.1%	?
Pf growth 48h	7.1%	10.8%	37.2%[activator]	8.28µM*	.	18.7%	22.0%	155.2%[activator]

25. Cc1nn(C)cc1CN(C)Cc1c(C(=O)N(C)Cc2ccccc2)nc2ccccn12
26. CN(Cc1ccccc1)C(=O)c1ccccc1C(=O)O
27. Cc1c(NC(=O)COc2ccc3ccccc3c2)c(=O)n(-c2ccccc2)n1C
28. CCCCOc1ccc2c(C)cc(=O)oc2c1OCCCC
29. C#CC(C)(CC)NC(=O)c1cc2cccc(CC=C)c2oc1=O (stereo unspecified)
30. Cc1ccc(C(=O)C2CCN(C(=O)c3ccc(C)cc3)CC2)cc1
31. CCc1ccccc1NC(=O)N[C@@H](C)C(=O)O
32. CCC(Sc1nccn1C)C(=O)Nc1nnc(C)s1 (stereo unspecified)

assay / entry	25	26	27	28	29	30	31	32
CHX counter	-1.8	-0.7	-2.1	-3.6	-0.9	0.7	-2.6	-5.3
LmPK inhibitor	7.3%	8.0%	-4.2%	3.7%	-10.1%	1.1%	-1.4%	3.7%
Pf growth 96h	?	21.7%	34.5%[activator]	?	?	13.9%	9.28µM*	-20.3%
Shiga inhibitor	-3.0	15.9	-5.4	-2.6	-3.7	20.0	71.3	-14.0
Tb PYK inh	3.4%	-1.9%	-4.5%	10.7%	0.2%	2.3%	-1.1%	-0.2%
HCV inh	-0.6%	9.6%	21.1%	?	10.9%	?	27.1%	5.8%
Pf growth 48h	1.9%	3.4%	16.1%	?	?	-2.3%	7.2%	.

# Next part, overlapping the part above by two compounds.
31. CCc1ccccc1NC(=O)N[C@@H](C)C(=O)O
32. CCC(Sc1nccn1C)C(=O)Nc1nnc(C)s1 (stereo unspecified)
33. O=C(Cc1ccc(S(=O)(=O)N2CCOCC2)s1)Nc1cc(C(F)(F)F)ccc1N1CCCC1
34. Cc1ccc(C)c(/C(O)=C2\C(=O)C(=O)N(CCCN3CCOCC3)C2c2cccnc2)c1 (stereo unspecified)
35. CC1CN(CCCCSc2ccc(Cl)cc2)CC(C)O1 (stereo unspecified)
36. COc1ccc(Oc2nccc(-c3ccc(F)cc3)c2C#N)cc1
37. COc1ccccc1NC(=O)N1CCc2[nH]c3ccc(Cl)cc3c2C1
38. Cc1cc(C)c(C(=O)Nc2ccccc2)c(CC(C)(C)C(=O)O)c1
39. COc1cc(NC(=O)C2CCCCC2)c2ncccc2c1
40. CC1=NN(c2ccccc2)C(=O)/C1=C\c1c(C)[nH]n(-c2ccccc2)c1=O

assay / entry	31	32	33	34	35	36	37	38	39	40
CHX counter	-2.6	-5.3	.	-2.1	-3.1	-1.4	-3.5	1.7	-0.7	5.6
LmPK inhibitor	-1.4%	3.7%	.	-3.3%	3.1%	1.6%	4.6%	-3.7%	-0.3%	4.9%
Pf growth 96h	9.28µM*	-20.3%	?	1.85µM*	3.0%	?	?	22.5%	?	8.3%
Shiga inhibitor	71.3	-14.0	.	-10.1	.	-1.7	12.3	8.5	-2.4	-4.5
Tb PYK inh	-1.1%	-0.2%	0.1%	0.9%	-2.8%	-3.0%	-2.3%	3.3%	2.0%	-3.4%
HCV inh	27.1%	5.8%	?	5.9%	-22.0%	-15.2%	11.2µM*	17.5%	10µM*	5.0%
Pf growth 48h	7.2%	.	11.7µM*	14.8%	-2.3%	33.4%[activator]	?	42.9%[activator]	.	-7.1%

41. COc1ccccc1C(=O)COC(=O)CCCN=C1NS(=O)(=O)c2ccccc21
42. O=C(Nc1ccc(S(=O)(=O)Nc2ncccn2)cc1)c1cnc(Cl)c(Cl)c1
43. COCCN(C(=O)COC(=O)CCC(=O)c1ccc(C)cc1)c1c(N)n(Cc2ccccc2)c(=O)[nH]c1=O
44. COc1ccc(N2CCN(c3nc4ccccn4c(=O)c3/C=C(\C#N)S(=O)(=O)c3ccccc3)CC2)cc1
45. O=C(CCNS(=O)(=O)c1ccccc1)N1CCN(c2ccccc2)CC1
46. CCC1=NNC(=O)C(CC(=O)Nc2ccccc2)c2cc(OC)c(OC)cc21 (stereo unspecified)
47. CNc1nc(Oc2ccc(C(=O)OC)cc2)nc(SC)n1
48. OCCSc1nncn1/N=C/c1c[nH]c2ccccc12

assay / entry	41	42	43	44	45	46	47	48
CHX counter	.	16.7	1.5	-3.2	-1.3	-3.8	-2.0	-1.3
LmPK inhibitor	.	6.3%	0.9%	6.0%	-1.6%	6.4%	4.0%	-6.5%
Pf growth 96h	-0.1%	4.0%	20.4%	?	2.4%	?	14.0%	34.2%[activator]
Shiga inhibitor	.	-3.5	-8.6	-0.8	-5.5	-11.9	0.6	43.8
Tb PYK inh	1.5%	-0.8%	2.1%	2.7%	1.9%	6.7%	-0.9%	1.6%
HCV inh	-7.3%	4.4%	15.2%	-20.7%	-1.9%	29.1%	-24.3%	-21.3%
Pf growth 48h	?	12.5%	5.6%	-26.8%	-22.9%	?	10.4µM*	12.4%

49. CC(CC(=O)N(C)CC(=O)Nc1ccc(N2CCOCC2)cc1)c1ccccc1 (stereo unspecified)
50. CCc1c(O)nc(SCC(=O)c2ccccc2)n(-c2ccccc2)c1=O
51. O=C(NCc1ccc(Cl)cc1)C1CCCO1 (stereo unspecified)
52. CCCCCCSc1ccc(-c2nc3ccccn3c2NCCCC)cc1
53. CCC(=O)c1c(O)n(C2CCCCCC2)c(=O)[nH]c1=O
54. CCc1nnc(NC(=S)Nc2ccccc2)s1
55. CC(=O)NCCNC(=O)c1ccc2c(c1)S(=O)(=O)c1ccccc1C2=O
56. Cc1cc(NC(=O)/C=C/C(=O)N(CC(=O)NC2CCCC2)c2ccc(F)cc2)no1
57. Cc1cc(C)c(C)c(OCC(=O)O/N=C(\N)c2ccncc2)c1

assay / entry	49	50	51	52	53	54	55	56	57
CHX counter	.	1.3	-1.5	.	-1.2	45.3*	-2.6	-3.6	-2.0
LmPK inhibitor	.	2.1%	1.5%	.	-3.7%	-4.8%	-3.2%	2.8%	-2.3%
Pf growth 96h	-3.8%	5.6%	52.1%[activator]	?	11.8%	?	-10.5%	48.2%[activator]	48.9%[activator]
Shiga inhibitor	.	15.0	-6.5	.	23.5	98.9*	-14.3	-6.0	-4.0
Tb PYK inh	0.8%	-0.9%	2.4%	-4.5%	-3.7%	3.8%	0.0%	-0.3%	3.1%
HCV inh	1.6%	10.7%	2.9%	?	9.9%	24.6%	-7.9%	-24.9%	?
Pf growth 48h	?	-7.2%	-19.8%	?	15.5%	-25.1%	2.9%	1.9%	?

# Screens (PubChem BioAssay)

# Random draw from the library; overall some 24% were active at least once.
